PAX8 reporter: inhibitors of PAX8-driven TPO luciferase reporter, primary screen, RMG-I cells, single concentration | SteadyGlo, 24 h | inhibition, % at 12.6 µM | 360,000 tested, 1.2% active | AID 652154, 2013;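 active means mean replicate inhibition at least 60% with every replicate also reaching 60%; inconclusive means only one of the two criteria is met; inactive means mean below 60% and not all replicates reaching 60%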;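 further: luciferase light reporting Pax8 driven TPO promoter activity; plate controls were median of neutral control wells for no effect and mitoxantrone controls for full effect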
CASP6 VEID inh: human caspase-6 inhibitors, primary screen, biochemical, VEID-R110 fluorescence, single point, set 2 | P55212 | purified caspase-6, Z-VEID-R110 cleavage fluorescence | inhibition, % at 12.5 µM | 350,000 tested, 0.53% active | AID 686996, 2013;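 active means mean inhibition across replicates at least about 35%, with every replicate also reaching that limit, limit read from the data; inconclusive means only one of the two criteria met; inactive means neither criterion met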;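 further: 0% = median of neutral control wells and 100% = no fluorescence left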
Target sequence (P55212 24-179 limits assumed): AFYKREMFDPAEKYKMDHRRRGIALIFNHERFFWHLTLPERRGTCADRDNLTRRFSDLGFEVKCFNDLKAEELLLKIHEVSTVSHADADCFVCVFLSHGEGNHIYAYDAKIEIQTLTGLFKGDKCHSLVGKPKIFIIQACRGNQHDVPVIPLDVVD
Target sequence (P55212 194-293 limits assumed): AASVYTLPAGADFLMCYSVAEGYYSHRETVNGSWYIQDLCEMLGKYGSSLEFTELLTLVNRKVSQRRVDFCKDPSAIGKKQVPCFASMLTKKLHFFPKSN
FN deposit inh: inhibitors of fibronectin matrix deposition, primary screen, AH1F cells, Alexa488-fibronectin fluorescence, plate reader; AH1F fibroblasts, overnight; inhibition, % at 12.6 µM; AID 743247, 2014; 350,000 tested, 0.086% active;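 active means mean inhibition across replicates of 30% or more, regardless of how many single replicates reach that level; inconclusive means mean under 30% yet at least half of replicates reach 30%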;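 further: positive control wells lacked labelled fibronectin entirely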
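Test system: AH1F fibroblast monolayer depositing Alexa488-labelled fibronectin into matrix. Input: 10000 cells per well. Technique: fluorescence, ex 485 nm, em 525 nm. Buffer or medium: DMEM plus 2% serum, read in PBS. Timing: 1 h cell adhesion before compound, then overnight fibronectin incubation. Compound: single dose, pinned. Read-out basis: inhibition from reduced deposited-fibronectin fluorescence.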
miR122 inh: miR-122 Renilla sensor signal increase in Huh7, primary screen, miR-122 inhibitor project, cell-based, single point, plate reader | Huh7 miR-122 Renilla luciferase sensor, 48 h; neutral wells = 0, positive control = 100 | activation (reporter increase), % at 12.5 µM | 340,000 tested, 0.3% active;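 active means mean replicate activation score at least 90 and every replicate individually at or above 90; inconclusive means only one of the two criteria met; inactive means neither criterion met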;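 further: higher luciferase means less miR-122 activity so hits act as miR-122 inhibitors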
EWS-Fli inh: EWS/Fli-driven NR0B1 reporter inhibitors, primary screen, A673 cells, NR0B1 luciferase, luminescence, MLPCN library | viability-normalised | inhibition, % at 12.6 µM | 350,000 tested, 0.67% active | AID 651661, 2012;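 active means mean inhibition of at least 50% after viability correction, with every replicate also passing that limit; inconclusive means mean reaches 50% but only one of two replicates passes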;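 further: firefly luciferase signal divided by Alamar Blue viability fluorescence both relative to DMSO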
Cneo AK release: Cryptococcus neoformans cell lysis inducers, primary screen, AK release luminescence, single concentration; lysis activity, % at 15 µM; 360,000 tested, 0.2% active; C. neoformans lysis, adenylate kinase release luminescence, 4 h; normalised: neutral wells 0, clomiphene wells 100; AID 651654, 2012;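 active means mean lysis activity across replicates of at least 80%, whatever share of replicates individually reach that level; inactive means mean lysis activity below 80%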
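Assay system: Cryptococcus neoformans yeast cells / Dosing: single-point compound dose / Timing: 4 h at 37 °C static, read 1 h later / Measured by: luminescence of released adenylate kinase using an AK detection reagent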
LGR2 inh: inhibitors of bursicon-induced LGR2 CRE-luciferase signal, primary screen, cell-based, HEK293, CRE-luciferase reporter, bursicon stimulation; Drosophila bursicon receptor LGR2 (rickets); bursicon-stimulated, 4 h; inhibition, % at 9.99 µM; 380,000 tested, 0.35% active;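 active means drop in luminescence signal, shown as inhibition above about 50% in the replicate tests, limit read from the data, passing the limit was not always enough; inconclusive means probably only some replicates passing the limit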;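 further: agonist challenge used bursicon conditioned medium at about half maximal strength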
PGC1a acetyl inh: inhibitors of PGC1a acetylation signal, primary screen, cell-based, U2OS, AlphaScreen, inhibitor mode; 350,000 tested, 0.17% active; AID 651687, 2012; AlphaScreen anti-acetyl-lysine; with virally co-expressed GCN5 acetyltransferase; inhibition, % at 15.6 µM;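 active means every replicate shows inhibition of at least 40%; inconclusive means mean inhibition at least 40% but some replicate below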;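 further: 0% = neutral control wells and 100% = positive control wells; some results beyond the cut were filed as inactive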
The depositor's hits bear a star; ? = inconclusive; nt = not tested or not shown; & = joins results of further samples; [ ] = another dose, or the depositor's remark.

Each structure is followed by: PAX8 reporter	CASP6 VEID inh	FN deposit inh	miR122 inh	EWS-Fli inh	Cneo AK release	LGR2 inh	PGC1a acetyl inh
- CCOC(=O)C1(C(=O)OCC)NC(=O)CC1C (stereo unspecified)
 : 9	-2	2	-2	4	nt	13	7
- COc1cccc(-c2cnc3c(NC(C)=O)cc(-c4ccc(OC)c(OC)c4)cn23)c1
 : -10	2	3	5	13	0	1	-6
- C[C@@H]1CN([C@H](C)CO)C(=O)c2cc(NC(=O)Nc3ccccc3)ccc2O[C@H]1CN(C)Cc1ccc2c(c1)OCO2
 : -5	0	nt	4[16.7 µM]	10	0	1	0
- CCOC(=O)C1CCCCN1Cc1cccc(Oc2ccccc2)c1 (stereo unspecified)
 : 1	1	-7	3	7	-10	8	2
- CO[C@@H]1CN(C)C(=O)c2cc(NC(=O)NC(C)C)ccc2OC[C@H](C)N(Cc2ccccc2)C[C@H]1C
 : 3	-1	1	nt	3	-1	6	-7
- Cc1[nH]cnc1CN1CCc2c(c3ccccc3n2C)C1=O
 : 6	81*	-2	0	-43	1	-7	14
- Cc1cc(-c2ccccc2)oc(=O)c1NC(=O)c1ccccc1
 : 3	0	0	nt	-10	nt	-9	nt
- COCCCNC(=O)C[C@H]1C[C@@]2(C(=O)OC)C(=C[C@H](C(C)C)O[C@@H]2C2CC2)N(Cc2ccccc2)C1=O
 : -37	5	-11	nt	-11	nt	-7	nt
- Cc1cc(Br)cc(C=Nc2ccc(N3CCOCC3)cc2)c1O
 : 11	-1	-7	nt	11	nt	13	4
- CNC(=S)Nc1ccc(OC(F)(F)F)cc1
 : 15	-3	1	2	-1	1	5	9
- Cc1ccc(NC2CCCN(C(=O)c3ccccn3)C2)cc1C (stereo unspecified)
 : -2	0	1	-8	nt	0	14	-7
- Cc1ccc(NC(=O)C2=CN3CCS(=O)(=O)N=C3C=C2)cc1
 : 11	-2	5	-4	-3	-4	-1	-3
- Cc1ccc(C)c(S(=O)(=O)Nc2ccc(C(=O)NCCCN(C)C)cc2)c1
 : 0	-5	-6	-28	3	0	8	nt
- C[C@H]1CN([C@@H](C)CO)C(=O)c2cccc(NC(=O)NC3CCCCC3)c2O[C@@H]1CN(C)S(=O)(=O)c1ccc(Cl)cc1
 : -1	4	-10	-4[16.7 µM]	14	0	-20	5
- COc1ccc(-c2c(-c3cc(OC)cc(OC)c3)n(C)c3ccc(-c4ccn[nH]4)cc23)cc1
 : -12	-1	8	6	1	3	4	-49
- O=C(CC12CC3CC(CC(Br)(C3)C1)C2)OCCN1CCCCC1
 : -17	-1	-4	nt	-5	nt	-7	-1
- CN(c1ccc(OCC(=O)Nc2ccc(S(N)(=O)=O)cc2)cc1)S(=O)(=O)c1ccc(F)cc1
 : 4	5	1	nt	2	0	-12	nt
- Cc1ccc(OCCN2C(=O)C(=O)c3cc(C)ccc32)cc1
 : 5	8	-8	-3	23	-6	-15	1
- C[C@@H]1CC=C[C@H]2[C@H]1C(=O)N(Cc1ccccc1)[C@H]2c1ccc(F)c(/C=C/c2ccccc2)c1
 : 0	-3	-12	5	15	0	18	-5
- C/C=C/c1ccc2c(c1)O[C@@H](CN(C)C(=O)Cc1ccccc1)[C@H](C)CN([C@H](C)CO)S2(=O)=O
 : nt	2	0	13[16.7 µM]	20	-3	-26	9
- NC(=O)CC[C@@H]1NC(=O)[C@@H]2CCCN2C(=O)c2cc([N+](=O)[O-])cc(I)c2NCCC[C@@H](C(N)=O)NC1=O
 : 1	4	-3	nt	-3	nt	0	nt
- CCc1cccc(NS(=O)(=O)c2ccc3c(c2)NC(=O)CO3)c1
 : 8	4	1	?	nt	2	6	-15
- COCCN1C(=O)N(c2ccc(OC)cc2)C(=O)C1CC(=O)Nc1cccc(F)c1 (stereo unspecified)
 : -7	2	-6	-1	34	-1	7	19
- O=[N+]([O-])c1cccc(CON=Cc2cc(Cl)ccc2O)c1
 : -9	0	-4	-6	35	-3	3	nt
- CSC1=C(C#N)C(c2ccc(Cl)cc2)C2=C(CC(C)(C)CC2=O)N1 (stereo unspecified)
 : -11	nt	-8	-5	nt	-5	nt	-7
- COc1ccc(S(=O)(=O)Nc2ccc3c(c2)CC(=O)N([C@@H](C)CO)C[C@@H](C)[C@H](CN(C)Cc2ccc(C(F)(F)F)cc2)O3)cc1
 : 111*	1	-5	-31[16.7 µM]	42	9	21	-9
- Cc1ccc(CC(=O)NC2CCSC2=O)cc1 (stereo unspecified)
 : -14	1	-10	3	1	-1	8	-16
- CCN(CC)CCNC(=O)Cn1cnc2sc(C)c(S(=O)(=O)N3CCC(C)CC3)c2c1=O
 : -3	-7	-2	-5	-6	-1	-13	-5
- COC(=O)c1ccc(C2C(C(=O)Nc3ccc(C)cc3C)=C(C)Nc3ncnn32)cc1 (stereo unspecified)
 : 2	-4	8	-1	-9	0	38	4
- C[C@@H]1CCCCO[C@@H](CN(C)C(=O)CCCN(C)C)[C@@H](C)CN([C@@H](C)CO)C(=O)c2cc(NC(=O)C3CCCCC3)ccc2O1
 : nt	-8	nt	20[16.7 µM]	-10	50	3	2

Later entries:
Each structure is followed by: PAX8 reporter	CASP6 VEID inh	FN deposit inh	miR122 inh	EWS-Fli inh	Cneo AK release	LGR2 inh	PGC1a acetyl inh
- CCN(CC)CC(=O)Nc1ccc(Oc2ccc(NC(=O)CN(CC)CC)cc2)cc1
 : 0	-9	-4	0	4	nt	-10	-6
- COc1ccc(NC(=O)c2cc3cccc(OC)c3oc2=Nc2ccc(C(=O)O)cc2)cc1OC
 : -43	-2	6	nt	-52	nt	-1	-13
- COC(=O)COc1ccc(S(=O)(=O)NCc2ccncc2)cc1
 : nt	-3	nt	0	2	0	0	3
- COc1ccccc1C1OC(c2cccc([N+](=O)[O-])c2)=NN1C(C)=O (stereo unspecified)
 : 30	0	6	nt	3	nt	27	-3
- CCOC(=O)N1CCN(C(=O)c2ccc3c(c2)NC(=O)/C(=C\c2cccc(C)c2)S3)CC1
 : 8	5	-8	-1	3	0	-4	nt
- COc1ccc(-n2c(=O)c3ccccc3n(CC(=O)NC3CCCCC3)c2=O)cc1
 : nt	nt	-12	-6	nt	0	nt	8
- CN(CC(=O)Nc1ccc(N2CCOCC2)cc1)C(=O)c1cc2c(s1)CCCC2
 : -27	8	-9	-5	-9	1	-13	2
- O=C(NCC[C@@H]1CC[C@H](NC(=O)Nc2cc(F)ccc2F)[C@H](CO)O1)Nc1ccc(Cl)cc1
 : -6	3	7&-3	nt	-38	-5	-7	0
- NC(=O)C1=C[C@@H](c2ccc3c(c2)OCO3)C[C@@H](OCCCCO)O1
 : -2	nt	-3	-4	-2	-1	-9	7
- COc1ccc([Si](C)(C)[C@@H]2[C@@H](CCO)O[C@]3(C(=O)N4c5c(cc(OC)cc53)C(C)=CC4(C)C)[C@H]2C)cc1
 : 106*	1	nt	nt	31	-9	nt	-9
- COc1cccc(CNc2nc3cc(-c4ccccc4C)sc3c(=O)n2C)c1OC
 : 39	-2	-6	-6	5	-1	0	nt
- COc1ccc(C(=O)C(CN2CCOCC2)c2ccccc2)cc1 (stereo unspecified)
 : nt	0	nt	-11	3	-11	54*	32
- CCCNC(=O)c1ccccc1NC(=O)CN(c1ccccc1)S(=O)(=O)N(C)C
 : 9	-1	0	-7	4	nt	-15	-6
- COc1ccccc1NC(=O)Nc1ccncc1
 : 0	-2	2	nt	-5	nt	12	nt
- CCOC(=O)CSc1n[nH]c(NC(=O)c2cccc(C)c2)n1
 : nt	nt	2	nt	nt	-1	-16	4
- C[C@H](CO)N1C[C@H](C)[C@H](CN(C)C(=O)c2cccc(F)c2)Oc2cc(-c3cccc(F)c3)ccc2S1(=O)=O
 : nt	-3	-4	-5[16.7 µM]	11	-4	28	9
- COc1ccc([C@H]2Cc3cc(O)cc(O)c3C(=O)O2)cc1O
 : -253	8	-18	-6	-15	-2	-9	-6
- C=CCNC(=O)COC(=O)CCC(=O)c1cccs1
 : 16	1	-1	-4	-4	-5	11	0
- CN(C)Cc1cc2ccccc2c2c1COC2
 : 15	-3	-14	17	11	-3	2	-2
- O=C(N/N=C/c1ccccc1O)/C(=C/c1ccccc1)CCO
 : 8	nt	1	nt	nt	-2	1	nt
- COc1ccc(N(C(=O)Cn2nnc3ccccc32)C(C(=O)NCc2ccco2)c2ccncc2)cc1 (stereo unspecified)
 : -1	1	-2	5	0	1	-1	0
- Cc1c(CC(=O)O)c(=O)oc2c(C)c(OCc3nn[nH]n3)ccc12
 : 9	3	-2	nt	-2	nt	14	1
- Cn1c(CN2CCN(C(=O)c3ccccc3Cl)CC2)nc2cc([N+](=O)[O-])ccc21
 : -12	-1	-10	1	0	-2	0	-3
- O=[N+]([O-])c1ccc(CSc2nnc(Cc3ccccc3)o2)cc1
 : 6	-2	1	nt	14	nt	6	8
- CC(=O)CC(=O)Nc1ccccc1NC(C)=O
 : 11	nt	-3	-5	nt	-10	nt	2
- Cc1ccc(CNC(=O)CCC2CCCN(Cc3cc4ccccc4o3)C2)o1 (stereo unspecified)
 : 17	nt	-5	-1	-12	0	11	35
- CCN(CC)S(=O)(=O)c1cccc(C(=O)OCC(=O)NCCN2C(=O)CSC2=O)c1
 : -14	1	3	-3	3	0	-4	5
- COC(C(=O)Nc1ccc(Br)cc1F)c1ccccc1 (stereo unspecified)
 : 12	nt	2	nt	2	nt	-1	nt
- CNC(=O)C[C@H]1CC[C@@H]2[C@H](COc3ccc(NC(=O)c4ccc5c(c4)OCO5)cc3C(=O)N2C)O1
 : -9	nt	3	21[16.7 µM]	-18	-2	0	1
- NC(=NC(=O)c1ccccc1)N1CCN(C(c2ccccc2)c2ccccc2)CC1
 : 14	1	-1	-1	11	1	nt	-12

Remaining list, next part.
Each structure is followed by: PAX8 reporter	CASP6 VEID inh	FN deposit inh	miR122 inh	EWS-Fli inh	Cneo AK release	LGR2 inh	PGC1a acetyl inh
- O=C1CSCN1c1cc(Cl)ccc1Cl
 : -5	-1	-2	-6	-1	nt	-3	-1
- Cc1ccc(NC(=O)NC2CCCN2S(=O)(=O)c2ccc(Cl)cc2)cc1 (stereo unspecified)
 : nt	nt	6	9	nt	2	2	-4
- CO[C@H](CN(C)C(=O)c1ccc2c(c1)OCO2)[C@H](C)CN([C@@H](C)CO)S(=O)(=O)c1ccc(Cl)cc1
 : nt	1	1	nt	0	5	8	3
- CCCC#Cc1ccc([C@@H]2[C@H](CO)N3C(=O)CN(C(=O)Nc4cc(F)ccc4F)C[C@@H]23)cc1
 : -11	2	nt	nt	7	nt	0	7
- COc1ccc(S(=O)(=O)N(CC(=O)NCc2ccco2)c2ccc(F)cc2)cc1
 : 4	2	-18	-1	2	-2	12	2
- Cc1ccc(S(=O)(=O)Nc2ccc3c(c2)C(=O)N(C)[C@@H]2CC[C@@H](CC(=O)O)O[C@H]2CO3)cc1
 : 0	1	nt	4[16.7 µM]	-9	-4	6	-14

High-throughput results: PubChem, Broad Institute
